# Screening results as filed in PubChem.
# MT1-MMP act inh: blockers of MT1-MMP proenzyme processing, primary screen, HT1080 RFP-PRO-GFP cells, GFP/RFP fluorescence | Matrix metalloproteinase-14 (Homo sapiens), P50281 | AID 651647, 2012 | 360,000 tested, 0.061% active | GFP/RFP ratio fluorescence, overnight; percent of plate control window, DMSO zero | GFP/RFP ratio change, % at 20 µM;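 active = GFP/RFP ratio change of at least 30% with cell ATP level not reduced by more than half and red fluorescence within 50% of control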; note: strong numbers were not always called active
#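 system = RFP-PRO-GFP reporter HT1080 cells | dosing = 20 µM single dose, 1% DMSO | timing = overnight cell settling, then overnight compound exposure, 37 °C, 5% CO2 | read-out basis = GFP/RFP fluorescence ratio | controls = DMSO and RFP-L50D-GFP cell wells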
# SKN-1 inh: suppressors of acrylamide-induced Pgst-4::GFP reporter in worms, primary screen, SKN-1 inhibitor project, whole organism, uHTS, GFP/RFP fluorescence ratio, strain VP596 | C. elegans VP596 Pgst-4::GFP/RFP ratio, 24 h | inhibition, % at 21.8 µM | 360,000 tested, 0.49% active;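 active = interference check ratio from 0.5 to 1.5 plus GFP to RFP signal ratio inhibition reaching or exceeding a fixed threshold, cut at about 30% in these data, passing the limit was not always enough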; note: some compounds called inactive have numbers as strong as hits
# FAS TE block: FAS thioesterase domain inhibitors, primary screen, biochemical, fluorescence intensity, uHTS; Fatty acid synthase (Homo sapiens), P49327; recombinant FAS-TE, OMFH fluorogenic substrate, fluorescence endpoint; inhibition, % at 15 µM; 360,000 tested, 0.67% active; AID 602261, 2012;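 active = compounds whose normalised, plate-corrected inhibition of enzyme fluorescence in the single-dose primary screen is 50% or more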;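 note: 0% = DMSO with enzyme and 100% = substrate without enzyme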
# E coli Lon inh: inhibitors of E. coli Lon protease, primary screen, biochemical, fluorescence polarization; AID 602123, 2011; inhibition, % at 7.94 µM; P0A9M0; 360,000 tested, 0.42% active; purified E. coli Lon protease; in the data active = inhibition above about 13%, passing the limit was not always enough;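 note: 0% = enzyme with probe and DMSO and 100% = no enzyme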
# CendR NRP1 mod: modulators of CendR peptide binding to NRP-1, primary screen, biochemical, fluorescence polarization, uHTS; Neuropilin-1 (Homo sapiens), O14786; 360,000 tested, 0.85% active; inhibition, % at 25 µM; FAM-RPARPAR peptide binding to NRP-1; AID 602438, 2012;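 active = inhibition or corrected inhibition above about 18%, plus a signal ratio from 0.5 to 1.5, limit read from the data, passing the limit was not always enough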; note: strong numbers were not always called active
# MLLE-PAM2 inh: inhibitors of PABP1 MLLE–PAM2 peptide binding, primary screen, biochemical, fluorescence polarization, FITC-PAM2, GST-MLLE; Polyadenylate-binding protein 1 (Homo sapiens), P11940; inhibition, % at 20 µM; 360,000 tested, 0.36% active; in the data active = inhibition above about 35%, passing the limit was not always enough;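 note: plate controls were DMSO wells with GST-MLLE for no effect and wells lacking GST-MLLE protein for full effect; some results filed as inactive read as strong as hits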
# Target sequence (P11940 whole entry, looked up): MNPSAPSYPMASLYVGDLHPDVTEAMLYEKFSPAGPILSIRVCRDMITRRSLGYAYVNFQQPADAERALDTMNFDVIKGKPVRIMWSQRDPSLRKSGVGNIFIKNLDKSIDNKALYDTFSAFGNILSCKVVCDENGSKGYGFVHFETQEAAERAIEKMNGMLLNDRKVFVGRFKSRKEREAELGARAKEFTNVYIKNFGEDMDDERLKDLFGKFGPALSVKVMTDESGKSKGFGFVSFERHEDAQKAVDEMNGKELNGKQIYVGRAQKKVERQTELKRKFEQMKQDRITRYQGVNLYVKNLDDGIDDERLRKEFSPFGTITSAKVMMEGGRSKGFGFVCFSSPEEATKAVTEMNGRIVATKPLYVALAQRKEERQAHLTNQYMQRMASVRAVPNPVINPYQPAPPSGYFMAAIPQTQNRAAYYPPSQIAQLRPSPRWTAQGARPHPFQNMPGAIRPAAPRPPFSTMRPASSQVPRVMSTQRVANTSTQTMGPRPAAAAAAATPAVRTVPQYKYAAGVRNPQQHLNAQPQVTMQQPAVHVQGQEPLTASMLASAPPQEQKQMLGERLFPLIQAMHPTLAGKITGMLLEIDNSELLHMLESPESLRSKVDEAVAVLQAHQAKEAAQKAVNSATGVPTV
# MsrA inhibitor: bovine MsrA enzyme inhibitors, primary screen, biochemical, absorbance, HTS | inhibition, % at 15.5 µM | Methionine sulfoxide reductase A (Bos taurus) | purified bovine MsrA, absorbance read-out | 360,000 tested, 0.75% active; in the data active = inhibition above about 4.5%;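 note: 0% = vehicle wells with enzyme and 100% = reference inhibitor wells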
# Tb MetRS inh: T. brucei MetRS inhibitors, primary screen, biochemical, luminescence. 360,000 tested, 0.4% active. AID 624268, 2012. inhibition, % at 11.9 µM. purified T. brucei MetRS, ATP depletion, Kinase-Glo luminescence;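 active = inhibition above a per-plate cutoff of the control wells' mean inhibition plus 3 SD, cut at about 5.5% in these data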;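 note: 0% = DMSO wells median and 100% = median of wells with control inhibitor compound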
#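 Measured by: Kinase-Glo luciferase luminescence reporting remaining unconsumed ATP. Material: purified T. brucei MetRS enzyme. Doses: 11.9 µM compound single dose, 0.9% DMSO. Medium: HEPES buffer containing pyrophosphatase, BSA, spermine, DTT. Times: 15 min preincubation, 2 h reaction, all 25 °C. Reagent: methionine, ATP and bulk E. coli tRNA.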
# MsrA act: bovine MsrA enzyme activators, primary screen, biochemical, absorbance, HTS. 360,000 tested, 0.3% active. AID 602163, 2012. purified bovine MsrA, absorbance read-out. activation, % at 10.6 µM. Methionine sulfoxide reductase A (Bos taurus); in the data active = activation above about 7.5%;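 note: 0% = vehicle and 100% = reference activator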
# Active calls of the source: *. Hits appear at their usual frequency; overall some 4% were active at least once.
# The line under a structure holds: MT1-MMP act inh, SKN-1 inh, FAS TE block, E coli Lon inh, CendR NRP1 mod, MLLE-PAM2 inh, MsrA inhibitor, Tb MetRS inh, MsrA act
O=C(COc1cccc2cccnc12)NNC(=O)Nc1ccccc1
  -1.0, -3.3, -0.7, 3.0, 4.8, -1.4, -1.5, -0.1, -3.6
O=C(NCCCN1CCc2ccccc2C1)C1CCN(c2nnc(-n3cccc3)s2)CC1
  1.7, 11.8, -2.0, 0.1, 9.9, 13.2, 2.3, 0.3, -1.4
Cc1cc(CNC(=O)Cc2ccc(F)cc2)c2ccccc2n1
  -2.4, -1.9, 3.4, -7.8, -1.7, 5.5, -0.6, 0.1, -5.9
CC(C)OCCCNC(=O)c1cc(Sc2ccc(F)cc2)nc2ccccc12
  0.3, 8.0, 8.4, 0.9, -17.1, 15.4, 1.4, -0.2, -0.7
CCC(C)N1CCC(Oc2ccc(C(=O)NCc3ccccn3)cc2)CC1 (stereo not drawn)
  1.2, 8.0, -7.0, 6.3, -7.2, -2.5, -0.4, -0.5, -1.9
COc1ccccc1N1CCN(S(=O)(=O)/C=C/c2ccccc2)CC1
  0.9, 5.5, 14.5, -4.8, 8.7, 9.0, -0.4, 0.2, -0.5
Cn1c(=O)c2c(ncn2CC(=O)N2CCN(c3ccccc3)CC2)n(C)c1=O
  -0.1, 7.1, 0.7, -1.9, 6.7, -3.9, 0.8, -0.1, -1.1
Cc1ccccc1CC1(CO)CCCN(Cc2ccccc2Cl)C1 (stereo not drawn)
  -3.9, 11.4, 13.8, -6.1, -5.9, -7.9, -2.5, 2.3, -1.7
CCOC(=O)c1c(NC(=O)CSc2nnnn2-c2ccccc2)sc2c1CC(C)(C)NC2(C)C
  0.9, 10.4, 3.3, 1.0, -0.9, -71.2, -0.7, -0.6, -6.2
COc1cccc(N2C(=O)CC(N3CCC(C(N)=O)(N4CCCCC4)CC3)C2=O)c1 (stereo not drawn)
  6.8, 0.4, -6.9, -8.1, -1.6, -16.0, 0.4, -0.6, -4.8
O=c1c2ccccc2oc2cc(-c3ccc4[nH]ccc4c3)ccc12
  3.2, 26.8, 26.6, 0.5, -4.5, -19.2, 4.1, -0.1, -3.2
CCc1cc(CNC(=O)c2ccc3nc(Cc4ccc(OC)c(OC)c4)oc3c2)on1
  0.2, -7.9, -3.6, -6.3, 6.1, 4.7, 1.2, 0.4, -3.6
OCCN1CCN(Cc2cc(Br)cc(Br)c2O)CC1
  8.6, 7.5, -6.5, 2.4, 17.3, -4.3, -0.1, 0.1, 2.2
COc1ccc(CNC(=O)C2(CC3CC(c4ccccc4)=NO3)CCN(C(=O)OC(C)(C)C)CC2)cc1 (stereo not drawn)
  -4.5, -0.8, -6.8, -8.6, 19.1, -1.8, 2.2, 0.0, 3.3
NC(=O)c1ccc(N2CCCCC2)c(N2C(=O)C3C4C=CC(C4)C3C2=O)c1 (stereo not drawn)
  1.0, 17.9, -3.0, -18.6, 3.0, -12.6, 1.3, 0.8, 0.0
COC(=O)c1nn(-c2ccccc2)nc1-c1nn(-c2ccccc2)nc1C(=O)OC
  -1.6, -25.6, 24.1, -1.5, -2.1, 3.0, -0.7, -0.4, -2.3
COCn1c(=O)c2c(nc(SC3=NCCS3)n2Cc2ccccc2C)n(COC)c1=O
  -1.6, 7.7, 24.2, -3.3, 13.2, 28.5, 1.0, -0.3, 1.4
S=C(Cc1ccc(-c2ccccc2)cc1)N1CCOCC1
  1.0, -6.8, 42.2, -11.4, -4.6, 7.3, 1.3, -0.6, -4.6
Cc1cc(C)n2nc[n+](C)c2n1
  2.1, 21.5, -4.7, -8.2, -1.8, -118.6, 1.2, -0.9, -8.5
O=C(c1ccco1)N1CCN(c2ccc(F)cc2)CC1
  -1.2, 4.0, -7.0, 1.2, 2.4, -12.3, -0.5, -0.7, -2.0
CCCCCN1C(C)=CC(=C(C#N)C#N)C=C1C
  -4.1, 1.0, 23.4, 4.5, 9.3, -6.5, 4.5, 0.3, -3.8
Cn1nnnc1NC(=O)c1ccccc1Cl
  -1.9, -4.4, -8.2, -9.2, 6.8, -13.0, -0.1, 1.8, -0.2
CC(=O)c1ccccc1C(=O)N1CCCC(CNC(=O)c2ccc(F)cc2)C1 (stereo not drawn)
  2.0, 11.9, -5.8, -5.6, 1.7, 3.8, -1.1, -0.1, -2.1
O=C(COc1ccc([N+](=O)[O-])cc1)N1CCc2ccccc2C1
  -0.9, 1.1, 70.2*, -7.0, 7.1, -1.6, 1.1, 0.2, -1.3
COc1ccc(NC(=O)Cn2c(=O)cnc3ccccc32)cc1S(=O)(=O)N1CCCCC1
  7.1, -4.4, -5.8, -3.9, -9.0, -2.7, -0.7, -0.2, -0.9
Cc1cc(NC(=O)c2cc([N+](=O)[O-])cc([N+](=O)[O-])c2)n(-c2ccccc2)n1
  0.0, -5.3, 6.5, 1.5, -1.5, 9.6, -0.5, 0.6, 0.0
O=C(NN1C(=O)/C(=C/c2cccnc2)SC1=S)C(c1ccccc1)c1ccccc1
  7.2, 3.1, 4.0, 2.1, -3.8, -65.8, 1.2, 0.2, -2.4
CCOC(=O)C1(Cc2ccccc2C(F)(F)F)CCN(C2CCC2)CC1
  -1.2, 9.7, -2.6, 8.7, 10.1, 12.4, -0.9, -0.1, -1.2
c1ccc(CSc2nnc(-c3ccco3)o2)cc1
  0.9, 10.2, 1.8, 4.7, 0.7, -5.1, -0.8, 0.3, -2.7
COc1ccc(S(=O)(=O)Nc2cc(SCC(=O)O)c(O)c3ccccc23)cc1
  -19.1, 12.1, 7.3, 27.2, 6.4, 38.4, 7.4*, 0.7, 4.8
CC(=O)C1=C(C)N(Cc2ccccc2)C(=O)N[C@H]1c1cccs1
  -1.2, 8.5, -4.8, 4.6, -4.9, -8.4, -0.3, -0.3, -1.5
CCCC(=Nc1ccc(N)cc1)C1=C(O)C(C(=O)OC)C(C)(C)CC1=O (stereo not drawn)
  25.4, 6.0, -6.0, 5.5, -11.8, 9.5, -0.9, 0.8, -3.2
COCCNC(=O)C1CCCN(C(=O)c2ccc(OC)c(F)c2)CC1 (stereo not drawn)
  -1.0, 8.7, -10.1, -0.9, 14.6, 8.9, -1.1, 0.3, -3.7
CC(C)Nc1nc(NC(C)C)nc(Oc2ccc(=O)n(C)n2)n1
  6.2, 3.7, -4.3, 1.0, 9.2, 0.5, 1.1, -0.7, -2.3
COc1ccccc1C(=O)NC(=O)COC(=O)c1ccc(NC(=O)CC#N)cc1
  6.1, -1.9, -2.0, -0.8, -17.8, -2.7, 0.0, -0.4, -5.9
O=C(NC1CCCC1)C1CCN(S(=O)(=O)c2ccccc2)CC1
  -1.8, -10.4, -3.0, 5.8, -4.8, -10.8, 1.2, -0.5, -2.2
COc1ccc(OCc2cc(C(=O)NC(C)c3cnn(C)c3)no2)c(Cl)c1 (stereo not drawn)
  -3.7, -2.7, -4.6, -0.1, -0.6, -7.3, 0.0, 2.2, -2.9
CCC(=O)c1ccc(OC(=O)N2CCOCC2)cc1
  -2.6, 1.0, -8.0, 2.6, 9.6, -3.4, 1.7, -0.2, -2.0
O=C(Cn1nc(Cc2cccnc2)c2ccccc2c1=O)NCc1ccc(F)cc1
  4.0, -1.1, 0.8, -11.3, -1.7, 13.6, -0.5, -0.5, -5.5
Cc1ccc(Nc2cc(=O)n(C)c(=O)[nH]2)cc1C
  0.2, 6.5, -7.7, -9.3, 8.5, 9.9, -0.7, -0.1, -0.7
Cc1cc(C)c2c(c1)CC(C)(C)CC2=O
  -2.9, 6.6, 4.4, -11.5, -6.5, -1.4, 0.4, 0.0, -8.7
CN1CCN(C(=O)C2CCCN(S(=O)(=O)c3ccccc3)C2)CC1 (stereo not drawn)
  0.8, -3.9, -9.6, -7.3, -0.3, -1.8, 0.3, -0.4, -2.1
O=C(CC1S/C(=N/N=C/c2c[nH]c3ccccc23)NC1=O)Nc1ccccc1 (stereo not drawn)
  -1.3, 8.7, -3.9, 4.6, -9.7, -24.9, 3.9, 0.5, -6.5
CSc1ncccc1C(=O)Nc1nc2ccc(S(C)(=O)=O)cc2s1
  -5.7, -5.3, -1.2, -6.5, -1.8, 7.9, 3.1, -0.7, -6.5
O=C(NCCN1CCOCC1)Nc1ccc(Cl)cc1Cl
  0.6, 3.7, -3.0, -5.6, 3.0, 11.0, 0.5, -0.6, 0.1
CC(=O)Oc1cccc(C2C3=C(CC(C)(C)CC3=O)Nc3ccccc3N2C(C)=O)c1 (stereo not drawn)
  -1.1, 0.9, -1.7, 2.6, 2.8, -7.7, 3.3, -2.2, -5.8
CC1O[C@@H](OC2C(COC3OC(CO)C(O)[C@H](O)C3O)OC(OC3CC[C@]4(C)C(CC[C@@]5(C)[C@@H]4CC=C4[C@@H]6CC(C)(C)CC[C@]6(CO)C(O)C[C@]45C)C3(C)C)C(O)C2O)C(O)C(O)C1O (stereo partly drawn)
  2.6, 8.5, 1.2, 1.1, 0.8, -10.2, -0.4, -0.1, -2.4
COc1ccc(NC(=O)CSCC(=O)Nc2nnc(C3CC3)s2)cc1
  -3.0, -0.8, -7.3, -11.5, -6.7, -39.9, 0.1, 0.0, -5.6
C=CCOc1ccc(/C=N/NC(=O)CN2CCCCC2)cc1OC
  -2.3, 7.4, -3.9, -0.3, 13.3, 6.3, 3.0, -0.1, -3.5
COc1ccc(OCC(=O)Nc2cc(C)c(Cl)cc2OC)c([N+](=O)[O-])c1
  -2.3, 24.6, -10.7, -3.1, -5.8, 6.2, -0.6, -0.2, -2.4
COc1cc(/C=C2\SC(=S)N(c3cccnc3)C2=O)ccc1O
  -25.8, -11.4, -4.6, -18.9, -41.2, -36.0, -0.3, -0.3, -5.3
Cc1cc(N2CCN(C)CC2)nc2ccc(NC(=O)CCC(=O)NCCc3ccc(Cl)cc3)cc12
  1.4, -1.2, 2.7, 4.4, 15.8, -17.3, -0.1, -2.0, -11.8
CC1(C(=O)Nc2ccc3c(c2)OCO3)CCN1C(=O)Cc1ccc(-c2ccccc2)cc1 (stereo not drawn)
  3.4, 20.4, 27.1, 5.3, -3.0, -7.0, -0.9, 0.1, -1.4
O=C(Nc1cccc([N+](=O)[O-])c1)NC1CCCCCCC1
  -0.6, -3.3, 53.4*, 3.5, 8.9, -4.3, -0.1, 0.8, -1.4
O=S(=O)(c1ccc(OCC(O)CN2CCN(c3ccccc3)CC2)cc1)N1CCOCC1 (stereo not drawn)
  6.0, 7.6, -9.0, -0.9, 10.0, -2.8, -0.6, -1.3, -11.9
CCOc1cc(NCCN2CCOCC2)c([N+](=O)[O-])cc1OCC
  7.4, 17.7, -2.7, -5.5, 16.2, 12.4, 0.1, -0.3, -2.5
